# ATXN2 expr inh: Primary qHTS for Inhibitors of ATXN expression. Potency, µM (titrated, usually from 57 µM), for inactives: top-dose activity change, negative = inhibition, actives largely listed as inhibitors. HEK-293 ATXN2-luciferase reporter, luminescence, 24 h. hit rate 0.72% among 360,000. AID 1745845, 2022; further: potency means the concentration at half of the fitted maximal effect; on the % scale 0 is the no-effect control and ±100 the full control effect; nearly all actives have a fitted effect of over 55% in size
#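 ATXN2-luciferase reporter cells (luciferase flanked by upstream and downstream ATXN2 gene portions) were treated 24 h at 37 °C with compounds at up to 57 uM. SteadyGlo luminescence gave expression; GF-AFC fluorescence gave viability.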
# IL-1B inflam inh: qHTS for Inhibitors of Inflammasome Signaling: IL-1-beta AlphaLISA Primary Screen | AID 743279, 2014 | activity change, % at 57.5 µM | THP-1 LPS/ATP IL-1B secretion, AlphaLISA, 16 h; active compounds read low | hit rate 4.7% among 360,000; in the data active means activity change below about -50%; inconclusive means mostly about -30% to -49%; further: on the % scale 0 is the no-effect control and ±100 the full control effect
#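 Secreted IL-1B measured by AlphaLISA bead assay after 16 h compound exposure of THP-1 cells; compounds (final up to 57.5 uM) added 1 h before LPS (250 ng/mL) and ATP (1.25 mM) stimulation; lower signal means less secretion.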
# HT1080-NT tox: qHTS for induction of synthetic lethality in tumor cells producing 2HG: qHTS for the HT-1080-NT fibrosarcoma cell line; HT-1080-NT fibrosarcoma viability, CellTiter-Glo ATP luminescence, 48 h; Potency, µM (highest dose often 46.1 µM), for inactives: top-dose activity, negative = less viability, hits mostly cytotoxic; hit rate 1.6% among 360,000; AID 686970, 2013;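 further: NT is the 2HG producing partner of a matched IDH1 knockdown line; potency means the concentration at half of the fitted maximal effect; 0% = DMSO-treated cells and -100% = media-only wells without cells; nearly all actives have a fitted effect of over 55% in size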
#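 Fibrosarcoma NT cells, 750 per well in 5% FBS RPMI, were exposed to compound for 48 hours. Viability: CellTiter-Glo luminescence.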
# ATXN viability: Viability Counterscreen for Primary qHTS for Inhibitors of ATXN expression | S2 cells (HEK-293 line with an ATXN2-luciferase reporter) viability, CellTiter-Fluor protease fluorescence, 24 h | Potency, µM (series often up to 56.7 µM), usual class: cytotoxic | hit rate 0.49% among 400,000; further: potency means the concentration at half of the fitted maximal effect; nearly all actives have a fitted effect of over 40% in size
# HT1080 IDH1KD tx: qHTS for induction of synthetic lethality in tumor cells producing 2HG: qHTS for the HT-1080-IDH1KD cell line; HT-1080 IDH1 knockdown viability, ATP luminescence, 48 h; Potency, µM (series often up to 46.1 µM), for the others: at the highest dose activity, negative = toxicity, most hits filed as cytotoxic; hit rate 2% among 360,000; AID 686971, 2013;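 further: potency means the concentration at half of the fitted maximal effect; 0% = DMSO wells and -100% = cell-free medium wells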
#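 Using the IDH1-knockdown HT-1080 line run in the same batch and compound series as the NT line, viability after 48 h at 37 °C was determined by CellTiter-Glo luminescence and expressed as % activity.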
# SW480 rerep: A quantitative high throughput screen for small molecules that induce DNA re-replication in SW480 colon adenocarcinoma cells. SW480 DNA re-replication, Hoechst DNA content imaging, 48 h. Potency, µM (series often up to 46.1 µM), inactives show top-dose re-replication activation, usual class: activators. hit rate 1.8% among 340,000. AID 624297, 2012; further: potency means the concentration at half of the fitted maximal effect; % of control where 0% means no effect; nearly all actives have a fitted effect of over 55% in size
#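 Image-based read-out: total Hoechst fluorescence of nuclei (405 nm excitation, 500-530 nm emission), with hits raising the fraction of high-intensity nuclei. SW480 colon cells incubated 48 hr with compounds at 37 C.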
# MCF10A rerep: A quantitative high throughput screen for small molecules that induce DNA re-replication in MCF 10a normal breast cells; MCF 10A DNA re-replication, Hoechst nuclear intensity, 48 h; Potency, µM (top dose mostly 46.1 µM), for inactives: at the top dose activity, positive = re-replication, usual class: activators; hit rate 2.9% among 350,000; further: potency means the concentration at half of the fitted maximal effect; % of control where 0% means no effect; nearly all actives have a fitted effect of over 50% in size
# HepG2 tox: qHTS for Inhibitors of TGF-b: Cytotox Counterscreen | HepG2 CAGA-GFP viability, ATP luminescence, 18 h | Potency, µM (series often up to 46.1 µM), inactives show at the top dose activity change, negative = cytotoxicity, hits mostly cytotoxic | hit rate 0.76% among 410,000 | AID 588856, 2011; further: potency means the concentration at half of the fitted maximal effect; some results filed as inactive show a strong effect at the top dose
#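 HepG2 CAGA-GFP cells (1000/well, DMEM with 1% FBS) received compound, then TGF-beta at 500 pg/mL final, and were incubated 18 hours at 37 degrees C. Viability was read by CellTiter-Glo luminescence. Media-only wells were set as complete cell-killing and DMSO as no toxicity.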
# KB-3-1 cytotox: qHTS assay for MDR1-selective chemotherapeutics: Primary screen using the parental adenocarcinoma cell KB-3-1; Potency, µM (titrated, usually from 46.1 µM), without a hit: top-dose activity change, negative = cytotoxic, most hits filed as cytotoxic; AID 1347075, 2019; KB-3-1 viability, CellTiter-Glo ATP luminescence, 72 h; hit rate 1.4% among 400,000; further: potency means the concentration at half of the fitted maximal effect; on the % scale 0 is the no-effect control and ±100 the full control effect; nearly all actives have a fitted effect of over 60% in size
#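 Cells are dispensed, compounds pinned in, plates held at 37 °C for 72 h, then CellTiter-Glo is added and luminescence read after 10 minutes. Cell line: parental KB-3-1 in phenol-red-free DMEM, 10% FBS.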
# Numbers without * were called inactive; i = inactive; ? = inconclusive; · = not tested or not shown; & = joins results of further samples; [ ] = remark or other dose. Unless noted, the call rests on the fitted dose curve; in most records, active means well fitted curve in the direction sought with a large enough effect; inconclusive means small, poorly fitted or top-dose-only effect, or another doubt; inactive means no such curve, though single readings can be large; an effect the other way counts as inactive or inconclusive.
SMILES,ATXN2 expr inh,IL-1B inflam inh,HT1080-NT tox,ATXN viability,HT1080 IDH1KD tx,SW480 rerep,MCF10A rerep,HepG2 tox,KB-3-1 cytotox
CCCCCCN1C[C@@H](n2cc(-c3ccc(F)cc3)nn2)[C@H](O)C[C@@H]1c1ccc(Cl)cc1,?,-18,8%,18µM*,7%,·,·,-112%,?
Cc1c(C)n2c(SCC(=O)N3CC(C)OC(C)C3)nnc2[nH]c1=O (stereo not given),0%,17,3%,i,4%,-24%,-17%,0%,-8%
CCOc1cc(NC(=S)NCCCOC)c(OCC)cc1NC(=O)c1cccs1,7%,1,-3%,i,-14%,-4%,-1%,-2%,5%
CCOc1ccc(NCc2cccn2-c2nnc(N3CCC(C(=O)NCCCN4CCCCC4)CC3)s2)cc1,·,-6,-26%,i,0%,5%,2%,-28%,-7%
C/C(=N\NC(=O)c1ccc2c(c1)OCO2)c1ccc2c(c1)OCO2,51%[activator],-24,-4%,i,-11%,-13%[1.84 µM],-24%,-12%,1%
CSc1ccccc1NC(=O)c1cnc2sc(C)cn2c1=O,64%[activator],-4,2%,i,6%,-10%,1%,-1%,1%
COc1ccc(C(OCC(O)CNCCc2ccc(S(N)(=O)=O)cc2)c2ccc(OC)cc2)cc1 (stereo not given),-15%,-68*,-25%,i,?,29%,3%,-26%,1%
CC(C)CCNC(=O)c1ccc2c(c1)N(Cc1ccccc1F)C(=O)c1ccccc1S2=O (stereo not given),4%,·,·,i,·,·,·,-2%,6%
NC(=O)[C@@H]1CCCNc2c(F)cc([N+](=O)[O-])cc2C(=O)N[C@@H](CO)C(=O)N[C@@H](Cc2ccc(O)cc2)C(=O)N1,-2%,31,0%,i,0%,-9%,16%,-4%,0%
COc1ccc(NC(=O)C(C)(C)Oc2ccc(Cl)cc2)cn1,5%,-2,9%,?,5%,-2%,1%,2%,-8%
CCc1ccc(C(C)NC(=O)c2ncn[nH]2)cc1 (stereo not given),-2%,12,1%,i,-3%,-2%,0%,12%,2%
N#Cc1cc(C(=O)c2ccccc2O)cn(-c2nccs2)c1=O,-8%,2,-29%,i,?,2%,?,6%,6%
COc1ccccc1CNC(=O)COc1ccc(Br)c(C)c1,-11%,21,-9%,i,10%,-70%[inhibitor],?,-3%,?
CCOc1ccccc1C(=O)Nc1nncs1,-12%,-5,7%,i,20%,0%,-1%,3%,6%
COc1ccc(CCNc2oc(COc3ccccc3F)nc2C#N)cc1,16%,2,-1%,i,-7%,0%,?,-20%,2%
Cc1ccccc1N1CCN(Cc2cc3c(cc2[N+](=O)[O-])OCO3)CC1,·,7,0%,i,-11%,3%,7%,-27%,0%
O=C(C1CCCN(S(=O)(=O)c2ccccc2)C1)N1CCN(c2ncccn2)CC1 (stereo not given),-5%,29,-4%,i,0%,1%,8%,-10%,8%
CC(=O)N1CCc2cc(S(=O)(=O)NCC(=O)NCc3ccc(F)cc3)ccc21,3%,17,7%,i,-5%,-19%,-7%,1%,-7%
COc1ccc(O)c(C(=O)c2cnc3nc4ccccc4n3c2)c1,6%,3,-2%,i,-10%,1%,?,-32%,-2%
Cc1ccc(-c2noc(CN(C(=O)c3ccc4c(c3)OCO4)C(C)C)n2)cc1,-17%,?,1%,·,-3%,8%,2%,13%,-27%
Cc1ccccc1C(=O)NC1CC2CCCC(C1)N2CC(C)C (stereo not given),·,-11,2%,i,3%,·,·,7%,0%
Cc1ccc(C(=O)NC(C)C2CC3CCC2C3)cc1 (stereo not given),14%,11,3%,i,4%,-11%,?,-7%,17%
Cc1nc(NC(=O)CSc2nnc(C)n2CC2CCCO2)sc1C (stereo not given),1%,-1,2%,i,0%,-2%,-4%,-49%,4%
COc1ccc(-c2nnc(SCc3nnc(-c4ccccc4)o3)n2-c2ccccc2)cc1,-28%,31,-20%,i,?,-7%,16%,2%,-17%
CN1CCN(C(=O)c2cc3nc(-c4ccco4)cc(C(F)(F)F)n3n2)CC1,·,0,1%,·,-4%,12%,-5%,-27%,-25%

# Another view of 3 compounds above.
Cc1ccccc1C(=O)NC1CC2CCCC(C1)N2CC(C)C (stereo not given)
  ATXN2 expr inh = ·
  IL-1B inflam inh = -11
  HT1080-NT tox = 2%
  ATXN viability = i
  HT1080 IDH1KD tx = 3%
  SW480 rerep = ·
  MCF10A rerep = ·
  HepG2 tox = 7%
  KB-3-1 cytotox = 0%
Cc1ccc(C(=O)NC(C)C2CC3CCC2C3)cc1 (stereo not given)
  ATXN2 expr inh = 14%
  IL-1B inflam inh = 11
  HT1080-NT tox = 3%
  ATXN viability = i
  HT1080 IDH1KD tx = 4%
  SW480 rerep = -11%
  MCF10A rerep = ?
  HepG2 tox = -7%
  KB-3-1 cytotox = 17%
Cc1nc(NC(=O)CSc2nnc(C)n2CC2CCCO2)sc1C (stereo not given)
  ATXN2 expr inh = 1%
  IL-1B inflam inh = -1
  HT1080-NT tox = 2%
  ATXN viability = i
  HT1080 IDH1KD tx = 0%
  SW480 rerep = -2%
  MCF10A rerep = -4%
  HepG2 tox = -49%
  KB-3-1 cytotox = 4%

# New compounds follow:
SMILES,ATXN2 expr inh,IL-1B inflam inh,HT1080-NT tox,ATXN viability,HT1080 IDH1KD tx,SW480 rerep,MCF10A rerep,HepG2 tox,KB-3-1 cytotox
Cc1nc(NCCN2CCOCC2)c2nnn(Cc3c(F)cccc3Cl)c2n1,-11%,16,3%,i,-2%,16%,1%,6%,1%
COc1cc(/C=N/NC(=O)c2c(C)nnn2-c2nonc2N)ccc1O,-3%,-1,?,i,-24%,-8%,7%,0%,12%
COCCn1c(N)c(N(Cc2ccccc2)C(=O)c2ccc(N3CCCC3=O)cc2)c(=O)[nH]c1=O,7%,-5,0%,i,1%,1%,4%,-12%,6%
O=C(NCCc1ccccc1)C1Cc2c(-c3ccc(Cl)cc3)ccnc2O1 (stereo not given),0%,22,-12%,i,-22%,·,·,-16%,0%
Cc1ccccc1OCC(O)CNC1CCCC1 (stereo not given),-10%,11,-8%,i,-1%,-46%,?,6%,-9%
Cc1cccc(Nc2ncc3c(n2)CC(C)CC3=O)c1 (stereo not given),49%[activator],-9,-7%,i,0%,-2%,1%,-30%,-12%
COc1cc(C(=O)Nc2ccc(S(=O)(=O)Nc3cnc4ccccc4n3)cc2)cc(OC)c1OC,7%,?,-28%,i,-6%,?,?,6%,-4%
O=C(NCc1ccco1)C1CCN(c2nc3ccccc3n2Cc2ccccc2F)CC1,-22%,?,11%,?,-9%,0%,12%,-13%,7%
COC(=O)C1=C(O)/C(=C\c2ccc(CNC(=O)C(=O)Nc3ccc(C)c(C)c3)o2)N=C1C,4%,-7,-10%,i,0%,1%,-1%,-10%,5%
CCOc1ccccc1NC(=O)COc1coc(CN2CCc3ccccc3C2)cc1=O,-12%,-12,-3%,i,-4%,0%,6%,-22%,-4%
OC[C@@H]1CN(Cc2cccc(C(F)(F)F)c2)C[C@H](n2cnc3c(NCc4ccco4)ncnc32)O1,0%,10,-16%,i,-17%,·,·,-42%,-3%
O=C(NCCN1CCN(C(=O)c2cccc(Br)c2)CC1)C(=O)Nc1ccc(Br)cc1,?,-19,-16%,i,-17%,12%,?,-11%,4%
COc1ccc(C(=O)NCc2nnc(SCC(=O)c3ccccc3)o2)cc1,-15%,7,8%,?,9%,?,0%,3%,4%
COC(=O)Nc1ccc(N2CCOCC2)c(S(=O)(=O)N2CCOCC2)c1,-2%,6,-1%,i,-1%,-11%,10%,4%,-18%
CCC(=O)Nc1ccc(C(=O)CSc2nnc(-c3ccccc3F)n2C2CC2)cc1,6%,-26,1%,i,3%,-8%,2%,0%,14%
CCC(CC)c1nnc(NC(=O)c2cc([N+](=O)[O-])ccc2N2CCOCC2)s1,-10%,1,-8%[9.24 µM],i,-4%,-6%,?,-23%,-3%
CCNC(=O)C(=O)N1CCC2(CC1)OCCN2S(=O)(=O)c1ccc(C)cc1,-9%,-7,-3%,i,-3%,-2%,1%,8%,-1%
Cc1ccc(-n2nnnc2SCC(=O)N(CC(C)C)c2c(N)n(CC(C)C)c(=O)[nH]c2=O)cc1,-5%,-52*,-18%,i,0%,27%,?,-4%,-7%
CCCC1(C(=O)OCC)NC(c2ccc(OC)cc2OC)C2C(=O)N(c3ccccc3)C(=O)C21 (stereo not given),-3%,0,-1%,i,0%[9.24 µM],-7%,0%,-1%,3%
COc1ccccc1CCNC(=O)CNC(=O)Cc1cccc2ccccc12,14%,0,-17%,i,3%,1%,-8%,7%&-19%,12%&-3%
Cc1cc(C)c(S(=O)(=O)N(C)CC(=O)NCC2CCCO2)c(C)c1 (stereo not given),0%,5,8%,i,2%,-2%,2%,-2%,1%
Nc1c(Br)cc2c(c1Br)C(O)c1ccccc1-2 (stereo not given),20%,-1,-7%,i,-4%,-1%,9%,-14%,2%
COc1ccccc1CNC(=O)C1Cc2ccccc2C(=O)O1 (stereo not given),1%,-29,1%,i,1%,5%,-3%,-16%,25%
Cc1cc(Nc2ccccc2Cl)nc(-c2ccccc2O)n1,-3%,-70*,-21%,i,?,?,?,-7%,5%
Cc1ccc(NC(=O)Cn2c(=O)c3ccccc3n3nncc23)cc1,-4%,·,·,i,·,·,·,-16%,-8%
O=C1CN(C(=O)CSc2nc3ccccc3n2CCc2ccccc2)c2ccccc2N1,-24%,-30,11%,i,11%,-28%,12%,-18%,-1%
O=C(CC1C(=O)NCCN1Cc1cccc(F)c1)NC1CCCCCC1 (stereo not given),-6%,5,0%,i,4%,0%,1%,-15%,-9%
CSc1ncnc2c1ncn2CCCN1CCN(c2ncccn2)CC1,6%,34,2%,i,0%,·,·,-7%,9%
CC(=O)N1CCc2c(sc3c2c(=O)n(Cc2ccccc2)c(=O)n3Cc2ccccc2Cl)C1,7%,·,·,i,·,·,·,-18%,-23%

# High-throughput results from PubChem.
